Platelet DG rel = modulates dense granule release in human platelets. inhibition, %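 (compounds screened at 7.5 µM in platelet-rich plasma)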. human platelet-rich plasma, SFLLRN dense granule ATP release, luminescence. 300,000 tested, 0.22% active;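 active = mean replicate score, as percent of positive control, at or above 50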
PolyA inhibitor = yeast polyadenylation inhibition | S. cerevisiae SKY197-pL101 polyadenylation reporter, beta-gal luminescence; efflux-impaired pdr1/pdr3 knockout yeast; score 100 = 6 SD above DMSO | calls only at 12 µM | 300,000 tested, 0.02% active;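 active = lowest replicate activity score at least 50, where 100 means six control SD above control mean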;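 note: yeast exposed to compound for 9 h at 30 °C; higher score means more reporter readthrough which indicates perturbed polyadenylation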
Dyrk1A ADPGlo = blocks rat Dyrk1A kinase activity; ADP-Glo luminescence, NFATc1 peptide; inhibition, % at 12.5 µM; 310,000 tested, 0.43% active; AID 504441; in the data active = inhibition above about 50%;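 note: plate controls were vehicle with enzyme for no effect and no enzyme for full effect; many of its hits are not listed in these tables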
KCNQ1 pot = potentiators or activators of human KCNQ1 potassium channel. CHO-K1 KCNQ1, thallium flux FluxOR fluorescence; stronger effect = higher value. P51787. AID 2648. B-score at 10 µM. 310,000 tested, 0.35% active;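 active = fluorescence ratio B-score, a plate-corrected score, at least three library SD, with initial intensity B-score within 5 SD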
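Assay system: CHO-K1 cells stably expressing KCNQ1; Medium: assay buffer with matched DMSO; Also added: K+/Tl+ depolarizing stimulus; Dosing: single dose; Timing: dye 90 min, compound 20 min, room temperature; Measured by: kinetic FluxOR thallium fluorescence, 10-s 1-Hz baseline, 110-s post-stimulus read; Read-out: peak-minus-minimum fluorescence over initial fluorescence, negative-control normalized, B-scored.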
TRPC4 agonist = TRPC4 (mouse) channel activation; 310,000 tested, 0.49% active; Q9QUQ5; HEK293 TRPC4beta/mu-opioid, Fluo4 calcium fluorescence; stronger effect = higher value; B-score at 10 µM;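 active = B-score above 5 SD of library B-scores, and initial fluorescence ratio not above library mean plus 5 SD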;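 note: positive B-score marks a calcium rise read as TRPC4 activation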
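Incubation: 45 min room-temperature Fluo4 loading, 110 s read / System: HEK293 cells stably co-expressing mouse TRPC4beta and mu-opioid receptor / Signal: Fluo4 fluorescence, kinetic / Control set: buffer (low) and maximal DAMGO (high) / Measure: integrated baseline-normalised fluorescence ratio, converted to per-well B score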
TRPC4 inh = inhibitors of mouse TRPC4 channel; HEK293 TRPC4beta/mu-opioid, DAMGO-evoked Fluo4 calcium flux; stronger effect = lower value; B-score at 10 µM; AID 2247; 300,000 tested, 0.39% active;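 active = B-score over 3 SD under the library average, no early fluorescence shift, positive overall ratio signal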
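Assay system: TRPC4beta/mu-opioid receptor HEK293 cell line; compound dosing: single concentration per test compound; detection: Fluo4 Ca2+ flux fluorescence; evaluation: per-well B score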
KCNK3 inh = human KCNK3 channel inhibition, primary screen. O14649. CHO-KCNK3 thallium flux, FluxOR fluorescence; stronger effect = lower value. B-score at 10 µM. 340,000 tested, 0.84% active. AID 602410;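 active = B-score under library mean minus 4 SD, starting fluorescence ratio at most library mean plus 5 SD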;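 note: more negative B-score means stronger inhibition of thallium flux through KCNK3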
TRPC4 potent = allosteric potentiators of mouse TRPC4 channel; Q9QUQ5; HEK293 TRPC4beta/mu-opioid, DAMGO EC20, Fluo-4 Ca2+ flux; stronger effect = higher value; B-score at 10 µM; 310,000 tested, 0.42% active; AID 2227;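 active = B-score of calcium response area above 5 SD of library B-scores, with initial fluorescence ratio within 5 SD of library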;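 note: B-score of integrated fluorescence ratio over time as area under calcium response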
KCNQ1 block = human KCNQ1 channel inhibition; B-score at 10 µM; 310,000 tested, 1.3% active; CHO-K1 KCNQ1, FluxOR thallium flux fluorescence; stronger effect = higher value;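 active = compounds whose thallium flux B-score, printed positive for inhibition, exceeds three library SD while starting fluorescence stays within three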;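 note: channel opened by potassium depolarization with thallium stimulus after 20 min compound exposure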
KCNK9 inh = inhibitors of human KCNK9 two-pore domain potassium channel; HEK293 KCNK9, FluxOR thallium flux fluorescence; stronger effect = lower value; Q9NPC2; B-score at 10 µM; 310,000 tested, 1.2% active;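 active = ratio B-score over 3 SD below the library mean, with starting fluorescence within 5 SD of its mean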;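 note: negative B-score means less thallium flux so channel inhibition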
hERG protect = compounds protecting human hERG from proarrhythmic drug block; 310,000 tested, 0.51% active; activation (rescue from dofetilide block), less the hit threshold, % at 10 µM; CHO-hERG, FluxOR thallium flux, dofetilide IC70 present;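 active = activation above the mean of controls blocked by dofetilide plus 5 SD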;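 note: thallium influx through hERG after potassium depolarization seen as dye fluorescence rise; in these data hits start at about 4.7%; inactives centre near -7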
Target sequence (Q12809 whole entry, looked up): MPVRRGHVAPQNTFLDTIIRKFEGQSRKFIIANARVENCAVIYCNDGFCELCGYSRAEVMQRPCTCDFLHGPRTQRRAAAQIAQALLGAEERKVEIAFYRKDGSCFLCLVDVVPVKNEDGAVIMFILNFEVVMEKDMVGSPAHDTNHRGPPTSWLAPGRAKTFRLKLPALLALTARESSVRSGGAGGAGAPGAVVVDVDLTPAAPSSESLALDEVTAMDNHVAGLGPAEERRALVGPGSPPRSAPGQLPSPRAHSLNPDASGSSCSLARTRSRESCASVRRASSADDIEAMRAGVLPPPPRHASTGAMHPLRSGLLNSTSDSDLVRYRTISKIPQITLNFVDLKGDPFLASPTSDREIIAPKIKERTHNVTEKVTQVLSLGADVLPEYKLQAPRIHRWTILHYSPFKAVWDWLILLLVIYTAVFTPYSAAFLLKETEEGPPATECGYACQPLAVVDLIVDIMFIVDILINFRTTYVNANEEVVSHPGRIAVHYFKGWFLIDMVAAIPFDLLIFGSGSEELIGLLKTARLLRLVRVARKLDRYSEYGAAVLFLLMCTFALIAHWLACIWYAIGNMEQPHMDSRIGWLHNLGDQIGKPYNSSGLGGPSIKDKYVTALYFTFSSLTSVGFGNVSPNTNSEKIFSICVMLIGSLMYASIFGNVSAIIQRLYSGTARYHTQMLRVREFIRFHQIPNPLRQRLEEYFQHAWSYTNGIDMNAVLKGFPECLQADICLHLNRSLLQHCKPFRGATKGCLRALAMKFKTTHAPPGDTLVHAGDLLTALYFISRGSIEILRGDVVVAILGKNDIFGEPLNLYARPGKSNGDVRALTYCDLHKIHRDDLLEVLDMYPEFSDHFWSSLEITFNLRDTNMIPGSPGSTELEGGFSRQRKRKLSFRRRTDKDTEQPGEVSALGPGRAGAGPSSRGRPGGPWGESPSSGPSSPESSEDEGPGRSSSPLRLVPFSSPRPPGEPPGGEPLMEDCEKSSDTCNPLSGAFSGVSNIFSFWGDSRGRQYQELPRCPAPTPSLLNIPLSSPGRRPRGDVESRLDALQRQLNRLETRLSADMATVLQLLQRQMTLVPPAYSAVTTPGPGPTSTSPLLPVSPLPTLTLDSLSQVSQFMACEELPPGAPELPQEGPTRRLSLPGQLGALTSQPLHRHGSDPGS
Active calls of the source: *. These rows are one share of the data; rates above refer to the full screens.

What do the screens show for `Nc1nc(-c2ccco2)nn1C(=O)c1ccc(F)cc1`?
Platelet DG rel: -9.7; PolyA inhibitor: inactive; KCNQ1 pot: inactive; TRPC4 agonist: inactive; TRPC4 inh: inactive; KCNK3 inh: inactive; TRPC4 potent: inactive; KCNQ1 block: inactive; KCNK9 inh: inactive; hERG protect: -9.8

Results for COC(=O)[C@@H]1C[C@@]2(O)[C@H](O)[C@H](O)[C@H](O)C[C@H]2N1Cc1cccc2ccccc12 ?
Platelet DG rel: -1.4; PolyA inhibitor: inactive; Dyrk1A ADPGlo: -4.5; KCNQ1 pot: inactive; TRPC4 agonist: inactive; TRPC4 inh: inactive; KCNK3 inh: inactive; TRPC4 potent: inactive; KCNQ1 block: inactive; KCNK9 inh: inactive; hERG protect: -4.1

What do the screens show for `Cc1nnc(SCC(=O)NC(C)(C)C)n1C1CCCCC1`?
Platelet DG rel: 0.4; PolyA inhibitor: inactive; Dyrk1A ADPGlo: 0.4; KCNQ1 pot: inactive; TRPC4 agonist: inactive; TRPC4 inh: inactive; KCNK3 inh: inactive; TRPC4 potent: inactive; KCNQ1 block: inactive; KCNK9 inh: inactive; hERG protect: -5.7

How did Cc1ccc(-n2nc3c(=O)n(CC(=O)NC4CCCCC4)nc(C)c3c2C)cc1 do in these assays?
Platelet DG rel: -4.8; PolyA inhibitor: inactive; Dyrk1A ADPGlo: -1.4; KCNQ1 pot: inactive; TRPC4 agonist: inactive; TRPC4 inh: inactive; KCNK3 inh: inactive; TRPC4 potent: inactive; KCNQ1 block: inactive; KCNK9 inh: inactive; hERG protect: -5.6

Results for N#C/C(=C(/O)c1ccc([N+](=O)[O-])cc1)c1nc2ccccc2[nH]1 ?
Platelet DG rel: 2.8; PolyA inhibitor: inactive; KCNQ1 pot: inactive; TRPC4 agonist: inactive; TRPC4 inh: inactive; KCNK3 inh: inactive; TRPC4 potent: inactive; KCNQ1 block: inactive; KCNK9 inh: inactive; hERG protect: -9.5

How did CC(C)(C)n1nc(Cc2cccc3ccccc23)c(C#N)c1N do in these assays?
Platelet DG rel: -1.7; PolyA inhibitor: inactive; Dyrk1A ADPGlo: -11.1; KCNQ1 pot: inactive; TRPC4 agonist: inactive; TRPC4 inh: inactive; KCNK3 inh: inactive; TRPC4 potent: inactive; KCNQ1 block: inactive; KCNK9 inh: inactive; hERG protect: -6.9

Results for Cc1ccc(C)c(S(=O)(=O)NCC(=O)Nc2sc3c(c2C(N)=O)CCC(C)C3)c1 (stereo not given) ?
PolyA inhibitor: inactive; Dyrk1A ADPGlo: 1.2; KCNQ1 pot: inactive; TRPC4 agonist: inactive; TRPC4 inh: inactive; KCNK3 inh: inactive; TRPC4 potent: inactive; KCNQ1 block: inactive; KCNK9 inh: inactive; hERG protect: -2.5

What do the screens show for `COCCn1nnnc1C(C(C)C)N(Cc1cccnc1)Cc1cc2cc(OC)ccc2[nH]c1=O` (stereo not given)?
Platelet DG rel: 10.6; PolyA inhibitor: inactive; Dyrk1A ADPGlo: 3.3; KCNQ1 pot: inactive; TRPC4 agonist: inactive; TRPC4 inh: inactive; KCNK3 inh: inactive; TRPC4 potent: inactive; KCNQ1 block: inactive; KCNK9 inh: inactive; hERG protect: -15.1

Results for Cc1ccc(S(=O)(=O)NNC(=O)Nc2ccc([N+](=O)[O-])cc2)c(C)c1 ?
Platelet DG rel: 18.3; PolyA inhibitor: inactive; Dyrk1A ADPGlo: 6.9; KCNQ1 pot: inactive; TRPC4 agonist: inactive; TRPC4 inh: inactive; KCNK3 inh: inactive; TRPC4 potent: inactive; KCNQ1 block: inactive; KCNK9 inh: inactive; hERG protect: -5.6

Results for COc1ccc(CCNC(=O)COc2ccc(N(C)S(=O)(=O)c3ccc(C)cc3)cc2)cc1OC ?
Platelet DG rel: 0.2; PolyA inhibitor: inactive; Dyrk1A ADPGlo: -1.8; KCNQ1 pot: inactive; TRPC4 agonist: inactive; TRPC4 inh: inactive; KCNK3 inh: inactive; TRPC4 potent: inactive; KCNQ1 block: inactive; KCNK9 inh: inactive; hERG protect: -11.3

What do the screens show for `COc1cc(OC)c(C(=O)OCN2C(=O)c3ccccc3C2=O)cc1OC`?
Platelet DG rel: -2.2; PolyA inhibitor: inactive; Dyrk1A ADPGlo: 1.9; KCNQ1 pot: inactive; TRPC4 agonist: inactive; TRPC4 inh: inactive; KCNK3 inh: inactive; TRPC4 potent: inactive; KCNQ1 block: inactive; KCNK9 inh: inactive; hERG protect: -1.3

Results for COCCCNS(=O)(=O)c1ccc(Cl)c(C(F)(F)F)c1 ?
Platelet DG rel: -0.3; PolyA inhibitor: inactive; Dyrk1A ADPGlo: -4.2; KCNQ1 pot: inactive; TRPC4 agonist: inactive; TRPC4 inh: inactive; KCNK3 inh: inactive; TRPC4 potent: inactive; KCNQ1 block: inactive; KCNK9 inh: inactive; hERG protect: -6.5

How did CC1CCCN(S(=O)(=O)c2ccc(S(=O)(=O)N3CCCN(Cc4ccccc4)C3)cc2)C1 (stereo not given) do in these assays?
Platelet DG rel: 13.3; PolyA inhibitor: inactive; Dyrk1A ADPGlo: 1.6; KCNQ1 pot: inactive; TRPC4 agonist: inactive; TRPC4 inh: inactive; KCNK3 inh: inactive; TRPC4 potent: inactive; KCNQ1 block: inactive; KCNK9 inh: inactive; hERG protect: -11.4

How did CCN1CCN(C2CC(=O)NC2=O)CC1 (stereo not given) do in these assays?
Platelet DG rel: -2.3; PolyA inhibitor: inactive; KCNQ1 pot: inactive; TRPC4 agonist: inactive; TRPC4 inh: inactive; TRPC4 potent: inactive; KCNQ1 block: inactive; KCNK9 inh: inactive; hERG protect: -3.5

What do the screens show for `Cc1cccc(COCCN2CCN(S(=O)(=O)c3ccccc3)CCC2=O)c1`?
Platelet DG rel: -0.9; PolyA inhibitor: inactive; Dyrk1A ADPGlo: 6.1; KCNQ1 pot: inactive; TRPC4 agonist: inactive; TRPC4 inh: inactive; KCNK3 inh: inactive; TRPC4 potent: inactive; KCNQ1 block: inactive; KCNK9 inh: inactive; hERG protect: -6.4

How did S=C(Nc1ccc(Oc2ccccc2)cc1)NC1CCCC1 do in these assays?
Platelet DG rel: -4.2; PolyA inhibitor: inactive; Dyrk1A ADPGlo: -2.1; KCNQ1 pot: inactive; TRPC4 agonist: inactive; TRPC4 inh: inactive; KCNK3 inh: inactive; TRPC4 potent: inactive; KCNQ1 block: inactive; KCNK9 inh: inactive; hERG protect: -5.2

Results for CNC(=O)C1CC(=O)N(CCc2ccc(OC)cc2)C(=Nc2ccc(OC)cc2)S1 (stereo not given) ?
Platelet DG rel: 1.9; PolyA inhibitor: inactive; Dyrk1A ADPGlo: 5.7; KCNQ1 pot: inactive; TRPC4 agonist: inactive; TRPC4 inh: inactive; KCNK3 inh: inactive; TRPC4 potent: inactive; KCNQ1 block: inactive; KCNK9 inh: inactive; hERG protect: -16.9

How did O=C(Nc1ccc(NC(=O)c2ccco2)cc1)c1ccc2c(c1)OCO2 do in these assays?
Platelet DG rel: 2.0; PolyA inhibitor: inactive; Dyrk1A ADPGlo: 5.4; KCNQ1 pot: inactive; TRPC4 agonist: inactive; TRPC4 inh: inactive; KCNK3 inh: inactive; TRPC4 potent: inactive; KCNQ1 block: inactive; KCNK9 inh: inactive; hERG protect: -6.4

What do the screens show for `CN(C)S(=O)(=O)c1cccc(C(=O)NCc2ccco2)c1`?
Platelet DG rel: -0.6; PolyA inhibitor: inactive; Dyrk1A ADPGlo: -5.8; KCNQ1 pot: inactive; TRPC4 agonist: inactive; TRPC4 inh: inactive; KCNK3 inh: inactive; TRPC4 potent: inactive; KCNQ1 block: inactive; KCNK9 inh: inactive; hERG protect: -10.8

How did CCc1ccc(CN(C)CC(=O)Nc2ccccc2[N+](=O)[O-])cc1 do in these assays?
Platelet DG rel: -1.4; PolyA inhibitor: inactive; Dyrk1A ADPGlo: 2.5; KCNQ1 pot: inactive; TRPC4 agonist: inactive; TRPC4 inh: inactive; KCNK3 inh: inactive; TRPC4 potent: inactive; KCNQ1 block: inactive; KCNK9 inh: inactive; hERG protect: -13.4

How did Cc1nc(C)n(C(C)CNC(=O)c2cccc(Br)c2)n1 (stereo not given) do in these assays?
Platelet DG rel: 1.4; PolyA inhibitor: inactive; Dyrk1A ADPGlo: 2.3; KCNQ1 pot: inactive; TRPC4 agonist: inactive; TRPC4 inh: inactive; KCNK3 inh: inactive; TRPC4 potent: inactive; KCNQ1 block: inactive; KCNK9 inh: inactive; hERG protect: -9.8

What do the screens show for `Cc1ccc(NC(=O)CSc2nc3ccccc3c(=O)n2CCCN2CCCCC2)cc1Cl`?
Platelet DG rel: 5.4; PolyA inhibitor: inactive; Dyrk1A ADPGlo: 5.2; KCNQ1 pot: inactive; TRPC4 agonist: inactive; TRPC4 inh: inactive; KCNK3 inh: inactive; TRPC4 potent: inactive; KCNQ1 block: 7*; KCNK9 inh: inactive; hERG protect: -21.8

Results for N#C/C(=C\c1cccc(O)c1)c1nc2ccccc2o1 ?
Platelet DG rel: 1.4; PolyA inhibitor: inactive; Dyrk1A ADPGlo: 30.6; KCNQ1 pot: inactive; TRPC4 agonist: inactive; TRPC4 inh: inactive; KCNK3 inh: inactive; TRPC4 potent: inactive; KCNQ1 block: inactive; KCNK9 inh: inactive; hERG protect: -11.2

What do the screens show for `CCC(=O)c1ccc(OCC(=O)OCC(=O)NC2CCCCCC2)cc1`?
Platelet DG rel: 0.2; PolyA inhibitor: inactive; Dyrk1A ADPGlo: 1.8; KCNQ1 pot: inactive; TRPC4 agonist: inactive; TRPC4 inh: inactive; KCNK3 inh: inactive; TRPC4 potent: inactive; KCNQ1 block: inactive; KCNK9 inh: inactive; hERG protect: -12.1

Results for Cc1cc(NS(=O)(=O)c2ccc(NC(=O)c3cc4c(=O)n5ccccc5nc4s3)cc2)nc(C)n1 ?
Platelet DG rel: -5.3; PolyA inhibitor: inactive; Dyrk1A ADPGlo: 13.2; KCNQ1 pot: inactive; TRPC4 agonist: inactive; TRPC4 inh: inactive; KCNK3 inh: inactive; TRPC4 potent: inactive; KCNQ1 block: inactive; KCNK9 inh: inactive; hERG protect: -11.0

Screening results as filed in PubChem.
